Assay outcomes (PubChem)
Wnt act: activates Wnt/beta-catenin signaling in a reporter cell assay; activator, plate reader; 300,000 compounds, 1.2% hits; activation, % at 9.35 µM; in the data active = activation above about 30%, passing the limit was not always enough; inconclusive = no clear call, values can overlap the other calls;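 also: 0% = neutral control wells and 100% = positive control wells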
E coli growth: reduces bacterial viability in AddAB counter-screen; AID 449728; 330,000 compounds, 0.27% hits; inhibition, % at 11.9 µM; E. coli V3065 growth, OD600 absorbance, 18 h;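 active = inhibition above the campaign's mean inhibition across all tested compounds plus 3 SD, cut at about 9.9% in these data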;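 also: uninfected addAB+ strain grown without phage in ampicillin broth; 0% = DMSO wells and 100% = ciprofloxacin 0.95 µg/ml wells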
DAGLB inh: diacylglycerol lipase beta (human) inhibition; AID 504411; Q8NCG7; inhibition, % at 5.17 µM; HEK293T DAGLB membrane lysate, EnzChek fluorogenic substrate; 340,000 compounds, 0.059% hits; in the data active = inhibition above about 34%;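 also: 0% = enzyme with vehicle and 100% = wells lacking enzyme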
Target sequence (Q8NCG7 whole entry, looked up): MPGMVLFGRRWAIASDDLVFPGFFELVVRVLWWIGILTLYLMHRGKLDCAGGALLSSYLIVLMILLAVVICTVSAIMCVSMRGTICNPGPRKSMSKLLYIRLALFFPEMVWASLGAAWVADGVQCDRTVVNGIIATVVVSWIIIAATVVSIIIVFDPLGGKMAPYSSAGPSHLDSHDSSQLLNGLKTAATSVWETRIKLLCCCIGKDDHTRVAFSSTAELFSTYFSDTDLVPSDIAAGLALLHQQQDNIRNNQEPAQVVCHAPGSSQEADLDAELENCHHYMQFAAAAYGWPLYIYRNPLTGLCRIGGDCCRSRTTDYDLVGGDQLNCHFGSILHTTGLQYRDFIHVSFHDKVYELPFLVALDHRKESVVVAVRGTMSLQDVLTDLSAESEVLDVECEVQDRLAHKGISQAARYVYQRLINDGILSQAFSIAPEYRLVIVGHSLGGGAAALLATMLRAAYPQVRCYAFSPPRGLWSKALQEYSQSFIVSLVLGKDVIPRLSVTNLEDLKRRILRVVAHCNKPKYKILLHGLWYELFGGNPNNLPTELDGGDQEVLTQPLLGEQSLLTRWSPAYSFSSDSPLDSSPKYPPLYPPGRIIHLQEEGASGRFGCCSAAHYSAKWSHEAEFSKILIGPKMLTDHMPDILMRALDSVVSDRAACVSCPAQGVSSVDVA
AddAB inh: less growth of phage-infected E. coli with AddAB | E. coli expressing H. pylori AddAB, absorbance growth | inhibition, % at 11.9 µM | 330,000 compounds, 0.29% hits | AID 435030; in the data active = inhibition above about 12%;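 also: 0% = vehicle wells of infected cells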
Tat transport: inhibitors of E. coli Tat protein transport; E. coli MC4100 TorA-mCherry Tat export, fluorescence; inhibition, % at 10 µM; 340,000 compounds, 0.036% hits;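 active = mean replicate inhibition at least 50% and at least half of replicates individually reaching 50%; inconclusive = only one of the two criteria met; inactive = neither criterion met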;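 also: exported cargo escapes ClpAP degradation while cytoplasmic cargo is degraded and loses fluorescence; 0% = median of neutral control wells and 100% = median of NaSCN control wells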
Rtt109 HAT inh: C. albicans Rtt109 histone acetyltransferase inhibition | purified Rtt109/Vps75, ThioGlo CoA-SH fluorescence, 4 h | inhibition, % at 34.9 µM | 330,000 compounds, 0.16% hits | AID 540336;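 active = inhibition of at least 50% in every replicate; inconclusive = best replicate reaches 50% inhibition but some replicates fall short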
Target sequence (Q5AAJ8 whole entry, looked up): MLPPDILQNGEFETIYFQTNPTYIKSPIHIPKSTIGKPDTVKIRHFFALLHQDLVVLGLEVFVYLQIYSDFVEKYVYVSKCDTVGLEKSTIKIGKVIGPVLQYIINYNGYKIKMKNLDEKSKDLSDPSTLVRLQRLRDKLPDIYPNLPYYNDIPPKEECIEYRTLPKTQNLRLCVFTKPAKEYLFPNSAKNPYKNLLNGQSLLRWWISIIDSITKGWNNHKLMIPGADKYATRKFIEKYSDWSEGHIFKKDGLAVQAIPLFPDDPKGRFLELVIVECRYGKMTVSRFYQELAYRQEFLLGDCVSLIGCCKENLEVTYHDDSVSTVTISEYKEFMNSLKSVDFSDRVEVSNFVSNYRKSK
PfHsp90 set2: inhibits growth of yeast expressing Plasmodium falciparum Hsp90 | S. cerevisiae expressing PfHsp90, BacTiter-Glo ATP, 48 h; yeast lacking PDR1 and PDR3 efflux regulators | AID 504621 | 310,000 compounds, 0.32% hits | inhibition, % at 9.4 µM;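 active = every replicate shows inhibition above about 80%, whatever the replicate mean, limit read from the data; inconclusive = mean inhibition reaches the set limit but some replicate falls short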;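 also: 0% = DMSO neutral controls and 100% = 20 µM radicicol positive controls; yeast relying on Plasmodium falciparum Hsp90 in place of its own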
PvdQ inh: P. aeruginosa PvdQ acylase inhibition. 340,000 compounds, 0.063% hits. purified PvdQ acylase, fluorescence plate reader. inhibition, % at 10 µM; in the data active = inhibition above about 30%, passing the limit was not always enough; inconclusive = no clear call, values can overlap the other calls;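 also: 0% = vehicle neutral wells and 100% = reference inhibitor wells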
phage Ecoli inh: E. coli growth loss with phage present; 360,000 compounds, 0.26% hits; inhibition, % at 11.9 µM; growth absorbance; in the data active = inhibition above about 11%
CAL PDZ FP: inhibitors of human CAL PDZ peptide binding; Q9HD26; purified CAL PDZ, TMR-peptide fluorescence polarization, 1 h; inhibition, % at 20 µM; 330,000 compounds, 0.02% hits;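 active = highest replicate inhibition of at least 40%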;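 also: plate controls were DMSO neutral control wells for no effect and unlabeled competitor peptide control wells for full effect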
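System: purified tagged CAL PDZ domain construct (CerCALP). Schedule: 1 h incubation at room temperature before polarization reading. Medium: 25 mM sodium phosphate pH 7.4, 150 mM NaCl, TCEP, IgG, Thesit. Read-out: percent inhibition from loss of millipolarization. Measured by: FP readout, S and P plane fluorescence. Probe or stimulus: fluorescent TMR peptide probe.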
Active calls of the source: *; ? = inconclusive; . = not tested or not shown. Hits appear at their usual frequency; about 1.9% have a hit in one of these screens.

SMILES	Wnt act	E coli growth	DAGLB inh	AddAB inh	Tat transport	Rtt109 HAT inh	PfHsp90 set2	PvdQ inh	phage Ecoli inh	CAL PDZ FP
C=C(C)CNC(=S)N1CCN(C(c2ccccc2)c2ccccc2)CC1	-1.1	2.1	-2.5	1.9	-1.3	6.2	33.4	-7.3	2.2	-0.5
O=C(NCc1ccncc1)C(=O)NCC1OCCN1S(=O)(=O)c1ccc(Br)cc1 (configuration not stated)	-4.2	-0.5	-0.2	-1.4	-1.2	-3.0	7.5	19.0	2.3	-0.6
COc1ccc(S(=O)(=O)Cc2ccc(C(=O)NC3CCC(C)CC3)o2)cc1 (configuration not stated)	1.2	0.1	2.3	-0.5	9.2	0.1	-4.0	-9.8	-1.8	-2.3
COc1cc(C(=O)NC(=S)Nc2ccc([N+](=O)[O-])cc2C)cc(OC)c1OC	-1.7	0.1	-3.6	3.2	-5.2	-7.8	3.0	0.3	3.3	-0.4
CC(C)N1C(=O)CCC1C(=O)NCc1ccco1 (configuration not stated)	-2.6	-1.8	0.5	1.5	-1.7	3.3	3.2	-12.6	-0.2	-2.6
CN1CN(C)C(c2ccncc2)=C1c1ccncc1	1.2	1.2	-2.4	0.9	4.8	4.5	10.7	5.7	1.5	-0.6
O=C(COc1ccccc1Cl)NC(=S)Nc1cccc(NC(=O)c2ccccc2Cl)c1	-1.0	2.0	-6.6	4.1	-0.8	-1.2	.	-11.3	4.4	-3.4
OCCN(Cc1ccccc1)c1ncnc2sccc12	-4.4	0.1	-3.2	0.8	-3.3	12.0	-8.3	4.0	4.1	-3.0
Cc1ccc(C)c(S(=O)(=O)N2CCCC2CNC(=O)C(=O)NCCN2CCOCC2)c1 (configuration not stated)	-4.4	2.9	-5.3	3.2	-5.8	-5.9	.	-15.8	4.3	-2.3
CCOc1ccc(OCc2ccc(C(=O)N3CCOCC3)cc2)cc1	.	1.1	-1.5	1.5	-5.0	-3.7	-3.0	-10.0	2.6	-0.3

2 records drawn at random from those above, as already listed:
SMILES	Wnt act	E coli growth	DAGLB inh	AddAB inh	Tat transport	Rtt109 HAT inh	PfHsp90 set2	PvdQ inh	phage Ecoli inh	CAL PDZ FP
O=C(NCc1ccncc1)C(=O)NCC1OCCN1S(=O)(=O)c1ccc(Br)cc1 (configuration not stated)	-4.2	-0.5	-0.2	-1.4	-1.2	-3.0	7.5	19.0	2.3	-0.6
COc1ccc(S(=O)(=O)Cc2ccc(C(=O)NC3CCC(C)CC3)o2)cc1 (configuration not stated)	1.2	0.1	2.3	-0.5	9.2	0.1	-4.0	-9.8	-1.8	-2.3

(more compounds)
SMILES	Wnt act	E coli growth	DAGLB inh	AddAB inh	Tat transport	Rtt109 HAT inh	PfHsp90 set2	PvdQ inh	phage Ecoli inh	CAL PDZ FP
COc1ccccc1S(=O)(=O)c1ccccc1[N+](=O)[O-]	-1.0	-0.1	0.4	-1.6	6.7	-14.0	32.8	-12.2	1.3	-2.1
COc1ccc(/C=C/C(=O)OCC(=O)Nc2cc(C(F)(F)F)ccc2Cl)cc1	-1.9	0.6	-3.5	3.1	-4.5	-3.0	-5.7	-7.4	3.0	-2.9
c1cnc(N2CCN(Cc3ccc4c(c3)OCO4)CC2)cn1	-0.2	-0.6	-7.4	-2.6	0.4	-0.3	31.9	-11.5	3.5	-0.4
COc1ccc(-c2cc(=O)oc3cc(OC(C)C(=O)NCC4CCC(C(=O)O)CC4)ccc23)cc1 (configuration not stated)	-1.4	-3.4	-2.8	5.0	-1.2	4.6	-14.7	-5.3	3.5	-1.0
CC(C)CCC(CC(C)O)c1n[nH]c(=S)n1-c1ccccc1 (configuration not stated)	.	0.5	-0.2	3.9	-3.1	11.9	18.5	-15.3	0.5	-2.4
O=[N+]([O-])c1ccc(N2CCN(CCO)CC2)cc1NCc1ccco1	.	2.8	3.0	0.7	-10.3	-2.9	15.0	-7.2	2.6	-0.3
CC(C)NC(=O)Cn1nc(C(F)(F)F)c2c1CCC2	.	-1.2	1.4	-4.2	6.9	-4.6	-31.4	-8.9	1.9	-0.5
Cc1cccc(N(Cc2ccccc2)C(=O)c2cc(S(=O)(=O)N3CCOCC3)ccc2Cl)c1	0.8	-2.7	-4.2	-2.6	6.5	10.5	-8.2	7.6	-0.8	-0.2
CCCCn1c(=N)n(CC(=O)C(C)(C)C)c2ccccc21	.	1.8	-7.3	1.4	-7.1	0.9	-3.0	-17.0	2.3	.
CCN(Cc1ccccc1)c1ccc(/C=C(\C#N)c2ccccn2)cc1	96.2*	-0.5	-1.8	3.5	13.5	5.3	-3.4	-14.6	2.3	-0.4
C(=N\N1CCN(Cc2cccc3ccccc23)CC1)/c1cccs1	-0.6	1.5	-7.9	1.4	-3.3	0.0	-12.7	-9.7	1.3	-1.0
CC(=O)Nc1ccc(NC(=O)C(=O)N/N=C/c2cccnc2)cc1	5.6	-0.6	.	1.8	.	.	.	.	1.1	.
O=C(C1CCN(Cc2ccc(Cl)cc2)CC1)N1CCN(C(c2ccccc2)c2ccccc2)CC1	.	-0.3	-5.1	3.7	1.8	14.2	1.8	5.2	0.2	-0.7
Cc1ccc(NC(=O)NNc2cccc(Cl)n2)cc1	8.3	1.8	-3.0	1.2	-4.2	-0.4	-5.1	-4.0	0.0	-0.9
C=CCn1c(COc2ccc(F)cc2)nnc1SCC(=O)Nc1cccc(S(N)(=O)=O)c1	-2.0	-0.7	.	-1.2	-5.5	-0.1	-49.5	-8.7	1.4	-0.6
Cc1ccc(-c2noc(CSc3nc(N)cc(N)n3)n2)cc1	.	3.2	1.7	4.4	5.8	-8.9	.	-4.4	5.4	-0.7
COc1cccc(C(=O)NNC(=O)C(=O)Nc2ccc(OC)cc2OC)c1	12.7	-3.8	-0.5	-4.0	-2.2	-2.5	-7.6	0.5	-5.7	-2.2
Cc1cc(NC(=O)C2C3C(=O)N(c4cccnc4)C(C(=O)NC(C)(C)C)C34C=CC2(C)O4)no1 (configuration not stated)	18.0	-1.2	0.7	0.2	-2.8	-7.2	-16.4	-5.3	0.1	0.1
Cc1ccc(N(C(=O)Cn2nnc(-c3cccs3)n2)C(C(=O)NC2CCCC2)c2ccncc2)cc1 (configuration not stated)	-0.7	-1.9	0.6	-2.0	-14.2	-14.3	-1.0	-15.0	0.7	-0.4
CC(=O)OCCc1c2ccccc2c(CCCN(C)C)c2ccccc12	3.0	-0.3	0.2	2.6	6.4	4.0	12.4	-8.8	1.3	-1.3
CCN(CC(=O)Nc1cccc(S(=O)(=O)N(C)c2ccccc2)c1)Cc1ccccc1	15.4	-0.9	-9.2	-0.3	-4.1	14.1	20.7	-7.5	0.0	-0.9
C[C@H](CO)N1C[C@H](C)[C@H](CN(C)Cc2ccccc2)Oc2ccc(NC(=O)Nc3ccc(F)cc3)cc2C1=O	0.5	-1.8	-12.3	0.1	-5.3	-2.0	-2.8	-14.3	1.0	-0.1
Cc1ccc(-n2nc(C)c3c2OC(N)=C(C#N)C3c2ccccc2F)cc1 (configuration not stated)	.	0.7	3.4	1.2	2.4	4.6	2.6	5.6	0.9	0.3
Cc1ccc2nc(-c3ccc(SCC(=O)Nc4ccc5c(c4)OCCO5)nc3)[nH]c2c1	.	1.2	-2.5	0.4	0.3	-6.4	-33.3	-3.9	2.9	-1.6
Nn1c(SCC(=O)Nc2ccccc2F)nc2ccccc2c1=O	.	0.2	2.0	-0.1	0.8	-1.4	7.5	12.5	1.6	0.3
O=C(Nc1c2c(nn1-c1ccccc1)CS(=O)(=O)C2)c1cccs1	-2.6	1.4	0.1	3.9	?	-3.1	3.1	0.9	2.9	0.6
Cn1c(=O)c(C(=O)CSc2nncs2)c(N)n(Cc2ccccc2)c1=O	-2.1	-1.7	2.1	2.1	-7.7	-0.6	.	-3.0	0.5	-3.0
COc1ccc(CNC(=O)N[C@@H](CC(C)C)C(=O)O)cc1OC	1.4	-0.6	5.2	-0.7	-3.6	-15.1	14.0	-10.0	1.5	-4.0
O=c1nc2n(c3ncccc13)CCCCC2	-1.8	-0.8	0.2	2.0	-9.9	-5.0	.	-4.4	0.0	-0.1
CCOC(=O)c1ccc(Nc2nnc3nc(C)cc(C)n23)cc1	.	1.5	-3.4	-1.1	1.7	-7.6	6.2	-9.6	2.5	0.4
CN(C)/C=C1/NC(=S)NC1=O	-0.7	-2.3	1.2	-0.2	-2.3	10.3	.	-23.2	1.5	-0.5
O=C(Nc1ccc(C(F)(F)F)cc1)c1ccccc1	21.2	2.7	-4.8	1.8	0.9	-1.6	8.3	-28.4	3.4	0.4
COCCN(CCOC)c1nc(-c2ccccc2)nc2ccccc12	-1.4	.	-6.6	.	-4.4	0.7	-6.8	-11.9	1.9	-1.1
CCOC(=O)c1[nH]c(C)c(/C(O)=C2\C(=O)C(=O)N(CCN(C)C)C2c2cccc(OC)c2OC)c1C (configuration not stated)	.	-0.8	-1.7	0.4	-2.0	-11.8	1.9	-3.1	2.4	1.8
Oc1c(C(c2ccccc2)N2CCOCC2)ccc2ccccc12 (configuration not stated)	8.3	.	-1.1	.	-0.4	-0.9	101.1*	-4.4	3.5	1.0
O=S(=O)(c1ccccc1)C1CC1(c1ccccc1)c1ccccc1 (configuration not stated)	-0.9	.	-2.8	.	7.4	2.1	-46.4	-8.3	2.1	-1.3
Cc1nn(-c2ccc(F)cc2)c(Cl)c1/C=N/NC(=O)c1cccs1	.	0.6	1.0	1.9	-0.6	2.8	-5.0	-9.4	3.1	-2.6
OCc1ccnc2c(O)cccc12	.	2.4	-1.3	2.9	?	4.9	-6.1	10.7	1.9	-1.1
CCOc1ccc(NC(=O)CN(C)C(=O)c2ccccc2SCC(=O)N2CCCC2)cc1OCC	-3.2	1.5	-2.4	2.2	-2.9	.	3.4	18.7	3.0	-0.8
CSc1cccc(NS(=O)(=O)c2cc(Br)cnc2N)c1	-0.6	-0.8	0.9	4.1	4.4	0.0	-4.4	-7.9	-4.0	-1.8
CCCc1ccc(-c2cc(N)n[nH]2)cc1	-1.8	-4.2	4.0	0.4	2.4	11.8	8.6	6.4	2.2	0.2
CCOC(=O)c1cc2c(ccn2C)n1Cc1ccccc1Cl	-3.8	1.9	1.1	0.9	11.8	8.3	-40.4	-7.1	6.5	-3.2
CCOc1ccc(/C=C2\SC(=S)N(CCC(=O)Nc3ccc(C(=O)O)cc3)C2=O)cc1	8.6	-0.6	4.3	-1.5	0.9	-3.3	-11.6	2.1	3.0	-0.6
COc1cc(/C=N/NC(=O)c2cccnc2)ccc1OC(=O)c1cc(OC)c(OC)c(OC)c1	2.2	-2.7	0.3	3.2	-9.3	5.9	7.5	-14.1	1.4	-4.0
CN1/C(=C\C=O)C(C)(C)c2ccccc21	-1.8	1.3	0.6	8.0	-3.1	7.5	-21.8	3.3	0.9	-0.4
COc1ccc(OC)c(NC(=O)Cc2ccc(NC3=NC4CS(=O)(=O)CC4S3)cc2)c1 (configuration not stated)	0.1	-0.6	0.5	-0.2	7.7	6.9	-3.1	-7.9	3.5	0.0
Cc1ccc(S(=O)(=O)N2CCC(C(=O)NCc3ccncc3)CC2)cc1	.	2.8	1.8	2.9	1.5	5.2	1.3	-4.9	0.6	-0.2
COc1ccc(/C=C2\SC(=S)N(CCCC(=O)Nc3ccccn3)C2=O)cc1OC	0.4	1.0	-2.2	-0.1	-3.3	-5.6	4.8	1.7	1.5	0.3
Cc1noc(C)c1COc1ccccc1C(=O)N1CCN(S(=O)(=O)c2ccccc2C(F)(F)F)CC1	-3.6	2.1	0.6	-2.0	12.4	3.6	25.6	-7.6	2.7	-1.0
